Thrombin inh: human alpha-thrombin inhibitors, primary screen, counter-screen for coagulation protease inhibitor project, biochemical, 1536-well, fluorogenic AMC substrate; Prothrombin (Homo sapiens), P00734; Boc-VPR-AMC fluorogenic substrate cleavage; inhibition, % at 5 µM; 220,000 compounds, 0.26% hits; AID 1046, 2008;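 active = inhibition at or above 40%; inactive = inhibition below 40%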;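 note: 0% = enzyme with no compound and 100% = wells without enzyme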
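System – human alpha-thrombin · Medium – pH 7.5 Tris (50 mM) with NaCl 150 mM, Tween 20 0.05% · Compound – single-point dosing at 5 µM, 0.2% DMSO · Incubation – enzyme reaction carried out at room temperature · Technique – fluorescence of released AMC, ex 355 nm, em 460 nm · Read-out basis – % inhibition of thrombin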
Rad51 HR inh: human RAD51 strand exchange inhibitors, primary screen, biochemical, fluorescence | 200,000 compounds, 0.085% hits | DNA repair protein RAD51 homolog 1 (Homo sapiens), Q06609 | hRad51 DNA strand exchange, fluorescence dequenching | AID 1385, 2008 | inhibition, % at 10 µM;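 active = inhibition above 40% at the single screening dose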;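 note: 0% = DMSO control wells and 100% = blanks with heterologous ssDNA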
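material = hRad51 filaments on single-stranded DNA | reagent = Donor/quencher-labelled 47-bp dsDNA substrate | compound = 10 µM final, single point | schedule = strand-exchange reaction 15 min at room temperature | measured by = fluorescein emission 520 nm, excitation 485 nm | read-out basis = % inhibition versus plate control and blank means | benchmarks = plate controls and plate blanks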
Calpain2 inh: inhibitors of pig calpain II, primary screen, biochemical, fluorogenic peptide substrate, 1536-well | purified calpain II, 30 min | inhibition, % at 16 µM | 220,000 compounds, 0.37% hits | AID 1236, 2008;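 active = inhibition above about 50%, limit read from the data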
Cl transport mod: KCC2 cotransporter modulators, thallium flux, primary screen, cell-based, HEK293 KCC2, FluoZin-2 fluorescence, MLSMR; 190,000 compounds, 2.2% hits; KCC2 cells, thallium flux FluoZin-2 fluorescence; B-score of Tl+ flux slope (higher = more flux/activation; lower = inhibition) at 10 µM; AID 1456, 2008;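 active = thallium flux slope and its plate-corrected score both differing from the plate sample mean at a set confidence after two filtering rounds, in either direction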;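 note: slope of fluorescence scaled to starting intensity during 10 to 20 s after thallium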
KLK5 inh: human KLK5 protease inhibitors, primary screen, biochemical, 1536-well | inhibition, % at 5 µM | 210,000 compounds, 0.59% hits | recombinant hK5, fluorogenic AMC substrate cleavage | Kallikrein-5 (Homo sapiens), Q9Y337;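 active = inhibition of 40% or more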;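 note: 0% = enzyme controls without compound and 100% = no-enzyme blanks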
FXIIa inh: human FXIIa protease inhibitors, primary screen, biochemical, 1536-well | 220,000 compounds, 0.3% hits | Coagulation factor XII (Homo sapiens), P00748 | inhibition, % at 5 µM | purified FXIIa, Boc-QGR-AMC fluorogenic substrate, 2 h | AID 800, 2007; in the data active = inhibition above about 40%;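 note: 0% = enzyme with no compound and 100% = blank without enzyme; many of its hits are not listed in these tables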
Furin inh: human furin inhibitors, primary screen, biochemical, fluorescence intensity | P09958 | purified furin, fluorogenic substrate cleavage | inhibition, % at 30 µM | 220,000 compounds, 0.061% hits | AID 463115, 2010; in the data active = inhibition above about 25%; note: inactives centre near -15
FXIa inh 1536: human FXIa protease inhibitors, primary screen, biochemical, 1536-well; Coagulation factor XI (Homo sapiens), P03951; purified FXIa, Boc-Glu-Ala-Arg-AMC fluorogenic substrate; inhibition, % at 5 µM; 220,000 compounds, 0.14% hits; AID 798, 2007;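 active = inhibition of at least 40%; inactive = inhibition below 40%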;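 note: fluorescence of freed AMC excited at 355 nm; 0% = enzyme without compound and 100% = no enzyme blank; many of its hits are not listed in these tables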
PERK inhibitor: block of dimerizer-induced PERK translation repression, primary screen, PERK inhibitor project, CHO PERK-DD cells, SEAP luminescence, HTS. Eukaryotic translation initiation factor 2-alpha kinase 3 (Homo sapiens), Q9NZJ5. CHO PERK-DD fusion, SEAP luminescence translation reporter. inhibition, % at 5.6 µM. 220,000 compounds, 0.17% hits. AID 1416, 2008;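 active = inhibition above the mean inhibition of all tested compounds plus 3 SD, set separately per screening campaign, cut at about 2.9% in these data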;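 note: PERK kinase domain activated by AP20187 dimerizer at 100 nM; 0% = DMSO with dimerizer and 100% = rapamycin at 8.4 µM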
Target sequence (Q9NZJ5 whole entry, looked up, the tested form may be a part): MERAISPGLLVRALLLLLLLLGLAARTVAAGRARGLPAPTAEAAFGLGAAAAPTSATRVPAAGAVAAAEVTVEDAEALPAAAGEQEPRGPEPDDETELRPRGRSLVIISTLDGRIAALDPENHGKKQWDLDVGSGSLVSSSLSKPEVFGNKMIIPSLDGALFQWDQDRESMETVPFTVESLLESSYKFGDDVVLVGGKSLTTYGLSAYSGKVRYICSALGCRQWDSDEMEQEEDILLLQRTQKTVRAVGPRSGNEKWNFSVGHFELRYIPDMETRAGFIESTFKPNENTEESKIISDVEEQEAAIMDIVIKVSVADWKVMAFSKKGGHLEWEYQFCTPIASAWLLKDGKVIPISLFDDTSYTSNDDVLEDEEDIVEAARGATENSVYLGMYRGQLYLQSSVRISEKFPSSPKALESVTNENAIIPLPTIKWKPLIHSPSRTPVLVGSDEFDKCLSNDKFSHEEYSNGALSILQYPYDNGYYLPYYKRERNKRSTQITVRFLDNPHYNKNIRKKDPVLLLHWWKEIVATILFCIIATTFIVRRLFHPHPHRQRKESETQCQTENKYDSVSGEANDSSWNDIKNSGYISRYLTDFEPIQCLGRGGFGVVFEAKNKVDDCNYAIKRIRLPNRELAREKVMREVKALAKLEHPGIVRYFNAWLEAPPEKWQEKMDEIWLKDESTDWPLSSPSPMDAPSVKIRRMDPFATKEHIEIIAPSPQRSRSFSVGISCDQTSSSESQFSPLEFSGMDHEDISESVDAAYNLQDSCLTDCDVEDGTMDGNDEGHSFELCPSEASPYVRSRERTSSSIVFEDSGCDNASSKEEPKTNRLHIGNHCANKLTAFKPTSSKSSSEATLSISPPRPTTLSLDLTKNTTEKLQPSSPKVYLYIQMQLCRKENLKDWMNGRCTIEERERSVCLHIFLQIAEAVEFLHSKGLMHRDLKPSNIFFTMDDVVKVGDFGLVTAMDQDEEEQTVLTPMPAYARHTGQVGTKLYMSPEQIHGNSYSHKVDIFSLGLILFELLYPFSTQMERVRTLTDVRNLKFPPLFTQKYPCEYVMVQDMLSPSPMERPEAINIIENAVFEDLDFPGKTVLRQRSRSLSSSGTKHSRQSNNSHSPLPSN
* marks the source's active call; other numbers are inactive results; i = inactive; · = not tested or not shown; [ ] = dose if it differs, or a comment. The list is partial (hit frequency here may not be typical).

SMILES	Thrombin inh	Rad51 HR inh	Calpain2 inh	Cl transport mod	KLK5 inh	FXIIa inh	Furin inh	FXIa inh 1536	PERK inhibitor
CC1(OC(=O)C2CCCC2)C(=O)C=C2C=C(c3ccsc3)N(CCN3CCOCC3)C=C2C1=O (stereo unspecified)	-6	-4	-27	0.47	-1	3	-2	-1	·
Cc1ccc(CNC(=O)C2CCCN(S(=O)(=O)c3c(C)[nH]c(=O)[nH]c3=O)C2)cc1 (stereo unspecified)	-3	·	-8	0.29	-14	12	-11	4	-0.4
C/C(=N/N1CCN(c2ccccn2)CC1)c1ccc([N+](=O)[O-])cc1	8	6	16	·	12	21	-6	15	0.7
Cn1ncc2c(NCc3cccc(C(F)(F)F)c3)c(C(=O)O)cnc21	1	-1	-5	-0.97	0	6	-27	-1	0.8
COC(=O)Cn1c2ccc(OC)cc2c2nc(C)sc21	-1	-1	23	1.5	1	4	-15	3	-0.3
COc1cc2c(cc1OC)-c1cc(NC3CCCCCCC3)nc(=O)n1CC2	-10	-13	-134	-1.3	-33	-3	-179	-10	-0.7
Cc1ccc(C(=O)Nc2cccc(C(=O)NCc3ccco3)c2)cc1	-5	6	14	0.9	-10	6	-7[20 µM]	-7	-0.9
Cc1nc2scc(-c3cccs3)c2c(=O)n1CC(=O)O	-4	115*	-5	1.5	6	4	-12[20 µM]	-3	1.6
Cc1ccc(NC(=O)COC(=O)CN2C(=O)NC(C)(C)C2=O)cc1S(=O)(=O)N1CCOCC1	-5	5	-16	0.37	-2	2	-30	-2	0.3
COc1cc(S(=O)(=O)N2CCOCC2)ccc1NC(=O)COC(=O)c1ccccn1	70*	-8	-6	0.33	-13	8	-17[20 µM]	2	2.0
CC(=O)c1ccc(NC(=O)c2noc(C(C)C)c2[N+](=O)[O-])cc1	0	·	95*	-0.35	·	10	-21	1	1.2
COc1cccc(NC(=O)NCCCN2CCN(c3ccc(F)cc3)CC2)c1	-2	1	11	·	6	2	-19	-1	-0.3
Cc1cc(NS(=O)(=O)c2ccc(NC(=O)c3cnc4sccn4c3=O)cc2)nc(C)n1	3	-1	31	0.49	5	13	-8	6	0.1
O=C(CCCn1c(=O)c2sccc2n(Cc2cc(=O)n3ccccc3n2)c1=O)NCc1ccco1	-1	-5	-40	0.65	-7	18	-28	4	1.0
C=CCn1c(=N)c(C(=O)OCC)cc2c(=O)n3cccc(C)c3nc21	·	-7	·	-1.8	·	·	-29[20 µM]	·	-0.5
CCOc1cc(/C=N/NC(=O)c2ccc(CN3CCOCC3)cc2)ccc1OC	0	5	-30	-2.6	2	6	-15	0	1.0
O=C(NCCc1nc2ccccc2[nH]1)/C(=C/c1ccc2c(c1)OCO2)NC(=O)c1ccccc1Cl	0	-1	17	-0.1	-16	6	-9	5	0.1
CCCNC(=O)c1nnsc1Sc1ccc(Cl)cc1	-8	-1	5	-0.15	-3	-1	-26	3	0.3
CCOC(=O)c1c(NC(=O)CSc2nnnn2-c2ccc3c(c2)OCCO3)sc(C)c1C	-9	5	-21	0.41	-21	18	-10	1	0.4
O=C(COc1ccccc1)Nc1nc(-c2cccs2)cs1	-4	2	9	·	-26	6	-15	-11	1.3

Marked active in Rad51 HR inh, of those listed so far:
SMILES | Rad51 HR inh | Calpain2 inh | Cl transport mod | KLK5 inh | FXIIa inh | Furin inh | FXIa inh 1536 | PERK inhibitor
Cc1nc2scc(-c3cccs3)c2c(=O)n1CC(=O)O | 115* | -5 | 1.5 | 6 | 4 | -12[20 µM] | -3 | 1.6

(further entries)
SMILES	Thrombin inh	Rad51 HR inh	Calpain2 inh	Cl transport mod	KLK5 inh	FXIIa inh	Furin inh	FXIa inh 1536	PERK inhibitor
COc1cccc(/C=C2\C(=O)N(c3cccc(C)c3)C(=O)c3ccccc32)c1	-6	0	-24	1.1	-21	7	-8	5	0.2
CCOc1ccc(N=C2NC(=O)C(CC(=O)Nc3ccc(OC)cc3)S2)cc1 (stereo unspecified)	-4	0	-43	-0.63	0	5	-35	0	0.7
CCc1ccc(NSc2ccccc2[N+](=O)[O-])cc1	-6	-12	26	·	-10	4	6[20 µM]	-20	3.2*
Cn1c(=O)c2sccc2n2c(CCCC(=O)NCc3ccc4c(c3)OCO4)nnc12	1	-5	-15	·	-11	12	-12[20 µM]	-9	0.6
O=C(NNC(=O)c1cccnc1)NC12CC3CC(CC(C3)C1)C2	-6	·	-2	0.28	-16	4	-13	-7	0.5
CCC(c1nnnn1C1CCCC1)N(Cc1cccs1)Cc1cc2cc(C)ccc2[nH]c1=O (stereo unspecified)	-4	2	-63	-0.89	6	8	-27	-8	2.1
COC(C(=O)NNC(=O)Cc1ccc(Cl)cc1)c1ccccc1 (stereo unspecified)	1	8	-6	-0.0036	-1	4	-10	2	-0.5
Cc1cccc(OC(=O)C2C(c3ccccc3)C(C(=O)O)C2c2ccccc2)c1 (stereo unspecified)	0	7	-30	·	-13	2	-23[20 µM]	1	0.4
CN(C(=O)c1ccc(NC(=O)C2CC=CCC2C(=O)O)cc1)c1ccccc1 (stereo unspecified)	1	1	-3	1.1	-8	16	-18[20 µM]	5	0.8
CCNc1nc(NC(C)CC)nc(ON=C(C)C)n1 (stereo unspecified)	-3	-2	23	0.4	4	7	-5	0	-0.1
Cc1cc(S(=O)(=O)N(Cc2ccc3c(c2)OCO3)CC2CCCO2)ccc1-n1cnnn1 (stereo unspecified)	0	-9	19	-2.5	8	9	-9[20 µM]	-20	-2.0
CCCCCCCC(=O)OC(CN1CCCCCC1)CN1CCCC1=O (stereo unspecified)	-1	-23	-4	-0.77	-1	5	-8	1	0.0
COc1ccc2c(c1)[nH]c1c(=O)n(CCC3=CCCCC3)cnc12	4	0	-12	-0.44	-8	15	-9[20 µM]	3	-0.3
C=CCNC(=O)c1onc(CSc2ccccc2F)c1C(=O)O	-3	3	11	-0.049	-13	7	-13[20 µM]	4	2.5
Cn1cccc1CC(=O)N/N=C\c1cccs1	-5	·	12	-0.95	-4	6	-16[20 µM]	-2	1.5
Nc1[nH]n2c(=O)c3c(nc2c1N=Nc1ccccc1)CCCC3	-1	10	-11	0.36	-81	18	-6[20 µM]	-3	-1.6
COc1ccc(NC(=O)c2oc3ccccc3c2C)c(OC)c1	0	0	-67	1.9	4	7	-13[20 µM]	6	0.1
O=C(Nc1ccc([N+](=O)[O-])cc1Br)c1cc2ccccc2nc1Cl	-1	4	15	·	2	6	-6	1	2.0
O=C(CNS(=O)(=O)c1c(Cl)cccc1Cl)OCC(=O)N1CCN(c2ccccc2)CC1	-9	-3	1	-0.68	-17	5	2	-2	-0.1
Cc1nc(SCC(=O)NC2CCCC2)[nH]c(=O)c1Cc1ccccc1	-3	-3	5	-1.3	0	9	-9[20 µM]	5	-0.4

Continued, starting with the last 2 of the part before.
SMILES	Thrombin inh	Rad51 HR inh	Calpain2 inh	Cl transport mod	KLK5 inh	FXIIa inh	Furin inh	FXIa inh 1536	PERK inhibitor
O=C(CNS(=O)(=O)c1c(Cl)cccc1Cl)OCC(=O)N1CCN(c2ccccc2)CC1	-9	-3	1	-0.68	-17	5	2	-2	-0.1
Cc1nc(SCC(=O)NC2CCCC2)[nH]c(=O)c1Cc1ccccc1	-3	-3	5	-1.3	0	9	-9[20 µM]	5	-0.4
CCC(=O)Oc1ccc2c(C)c(Cl)c(=O)oc2c1	47*	-2	i	-0.34	17	32	-113	6	-0.1
CCOC(=O)C1CCN(Cc2nc(-c3ccc(OC)c(OC)c3)no2)CC1	-7	-18	-37	·	-9	8	-23	-6	-0.7
Cc1ccc2c(c1)c1c(n2CC(O)Cn2ccnc2C)C(=O)CCC1 (stereo unspecified)	-5	-12	-445	-1.6	-11	4	17[20 µM]	4	0.1
CN(NC(=O)c1ccccc1F)c1ncccc1[N+](=O)[O-]	1	13	-1	0.016	4	8	-23	2	1.3
COc1ccc(N(C)S(=O)(=O)c2cccc(C(=O)Nc3nc4ccccc4[nH]3)c2)cc1	3	1	-16	0.09	-13	3	-25	-1	-1.1
Cc1ccc(NC(=O)COC(=O)c2cccnc2Cl)cc1S(=O)(=O)N1CCCCC1	-1	-8	7	-0.55	15	10	-27	3	0.3
Cc1ccccc1C(=O)NC(=S)Nc1sc2c(c1C#N)CCCC2	1	-4	-104	·	-27	-15	-8[20 µM]	-12	1.2
CCc1nnc(NC(=O)CSc2nccn2-c2ccccc2)s1	-2	·	-7	-1	-4	9	-30	6	-1.0
C=CCn1c(SCCOc2ccc(OC)cc2)nnc1C(NC(=O)c1ccc(OC)cc1)C(C)C (stereo unspecified)	2	-2	-8	-3.6	3	16	-4[20 µM]	2	1.0
CC(C)(C)NS(=O)(=O)c1ccc(CCC(=O)N2CCCC2)cc1	·	-2	3	0.039	-8	2	-21	4	0.5
S=C(Nc1ccc(OCc2ccccc2)cc1)Nc1cccc(Cl)c1Cl	-9	3	2	0.43	-7	-4	-6	-6	0.1
CC1(C)CCC(=O)N(c2ccccc2)C1=O	-5	·	20	-1.1	-8	-5	-16	-5	0.6
CCOC(=O)C1=C(C)N(CCCC(=O)O)C(=O)NC1c1ccc(OC)cc1 (stereo unspecified)	0	1	1	1.6	-1	16	-13	5	1.0
CC(C)Oc1ccc(C2CC(=O)N(c3ccc(N(C)C)cc3)C2=O)cc1 (stereo unspecified)	2	-2	-15	-1.5	-12	15	-17[20 µM]	6	0.6
O=C1CCCN1CCC1CCN(C2CC(=O)N(Cc3ccc(N4CCCC4=O)cc3)C2=O)CC1 (stereo unspecified)	-1	1	20	1.8	4	15	-21[20 µM]	2	0.4
COc1ccc(N(C(=O)Cn2nnc(-c3ccc(Cl)cc3)n2)C(C(=O)NCC2CCCO2)c2ccc(C)cc2)cc1 (stereo unspecified)	-11	-1	27	·	-7	12	-32[20 µM]	-3	0.4
N#CC1=C(N)Oc2n[nH]c(-c3cccs3)c2C1c1cccs1 (stereo unspecified)	-8	-5	9	-0.17	0	-6	-13[20 µM]	-7	0.0
CC(C)C(=O)Nc1cc(=O)[nH]c2ncnn12	5	1	5	·	-22	28	-13	18	0.9
O=C(COC(=O)c1ccc(CO)cc1)Nc1ccc(OC(F)F)cc1	-7	-57	11	-1.6	-1	0	-13	-6	1.3
CN(C(=S)NC(=O)c1ccccc1Br)C1CCCCC1	-5	-7	36	31*	0	-3	-22	-29	1.6
O=C(NCC(=O)N(c1ccccc1)C(C(=O)NC1CCCC1)c1cccnc1)c1cccs1 (stereo unspecified)	-6	2	-10	-0.75	0	8	-23[20 µM]	-5	1.0
Cc1cc(C)c(NC(=O)CSc2nc(COc3ccccc3)nc3ccccc23)c(C)c1	3	-6	-46	·	-13	-1	-15	6	0.9
Nc1nc(N)c2ncc(C(=O)CCc3ccccc3)nc2n1	-3	-9	-66	-1.9	-22	-7	-25	-7	0.7
